FID counter: compounds displacing fluorescent DNA intercalator, primary screen, artefact control for HCV NS3 helicase inhibitor project, biochemical, FID fluorescence. DNA fluorescent intercalator displacement. inhibition, % at 7.9 µM. hit rate 0.17% among 290,000; in the data active = inhibition above about 37%;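 note: 0% = vehicle and 100% = reference compound; higher means more ethidium bromide displaced from hairpin DNA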
MEKK3 PB1 HTS: modulators of MEKK3-MEK5 PB1 binding, primary screen, biochemical, wildtype MEKK3, multiplex bead flow cytometry, Alexa488-MEK5. bead-based flow cytometry, Alexa488-MEK5 binding to MEKK3; actives lie on both sides; 0 = blocked by unlabeled MEK5, 100 = vehicle. Mitogen-activated protein kinase kinase kinase 3 (Homo sapiens), Q99759. hit rate 1.4% among 290,000. AID 1529, 2009. binding response (% of control), % at 10 µM;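 active = binding response more than 3 SD above or below the average of its plate-row segment, actives on both sides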;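 note: Alexa488 bead fluorescence after subtracting the streptavidin-only scavenger bead signal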
Target sequence (Q99759 whole entry, looked up): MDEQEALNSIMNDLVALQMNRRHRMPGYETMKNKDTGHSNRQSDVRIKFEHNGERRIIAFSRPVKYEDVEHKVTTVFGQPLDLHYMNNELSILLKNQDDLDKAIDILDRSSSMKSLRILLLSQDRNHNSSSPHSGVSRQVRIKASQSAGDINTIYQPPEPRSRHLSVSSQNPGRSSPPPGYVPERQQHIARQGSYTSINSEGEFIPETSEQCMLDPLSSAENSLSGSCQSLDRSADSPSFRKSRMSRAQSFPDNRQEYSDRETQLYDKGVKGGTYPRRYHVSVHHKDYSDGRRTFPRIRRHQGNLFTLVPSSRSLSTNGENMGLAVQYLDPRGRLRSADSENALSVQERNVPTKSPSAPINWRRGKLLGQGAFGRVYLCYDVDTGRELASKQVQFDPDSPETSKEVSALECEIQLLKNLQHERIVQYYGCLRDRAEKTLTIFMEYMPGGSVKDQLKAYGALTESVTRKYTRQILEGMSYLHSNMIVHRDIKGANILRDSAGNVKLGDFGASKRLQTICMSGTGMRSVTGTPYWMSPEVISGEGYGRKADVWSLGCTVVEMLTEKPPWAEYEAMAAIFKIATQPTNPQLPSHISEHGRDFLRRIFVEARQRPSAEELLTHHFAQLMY
UBC9 SUMO inh: inhibitors of in vitro SUMOylation cascade, primary screen, biochemical, HTRF, uHTS. HTRF SUMOylation assay, SAE1/SAE2 + UBC9. hit rate 0.36% among 290,000. inhibition, % at 35 µM. SUMO-conjugating enzyme UBC9 (Homo sapiens), P63279. AID 2006, 2009; in the data active = inhibition above about 50%, passing the limit was not always enough; note: strong numbers were not always called active
Target sequence (P63279 whole entry, looked up): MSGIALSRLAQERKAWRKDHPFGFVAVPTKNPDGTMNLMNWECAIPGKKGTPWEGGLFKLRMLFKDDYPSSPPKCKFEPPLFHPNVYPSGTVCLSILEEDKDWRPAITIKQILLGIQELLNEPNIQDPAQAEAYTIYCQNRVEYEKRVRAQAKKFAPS
PHOSPHO1 inh: PubChem AID 1565. Phosphoethanolamine/phosphocholine phosphatase (Homo sapiens), Q8TCT1. recombinant PHOSPHO1, absorbance phosphatase assay. inhibition, % at 13.3 µM. hit rate 1.1% among 290,000; in the data active = inhibition above about 60%
Target sequence (Q8TCT1 whole entry, looked up): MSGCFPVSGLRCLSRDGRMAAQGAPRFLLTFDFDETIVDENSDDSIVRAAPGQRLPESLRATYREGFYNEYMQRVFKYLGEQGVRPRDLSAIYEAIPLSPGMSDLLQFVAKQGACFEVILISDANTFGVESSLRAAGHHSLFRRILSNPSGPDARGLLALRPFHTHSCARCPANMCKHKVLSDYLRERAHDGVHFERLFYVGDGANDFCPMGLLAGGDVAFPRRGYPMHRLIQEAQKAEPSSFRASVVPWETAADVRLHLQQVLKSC
VIM-2 inh: VIM-2 metallo-beta-lactamase inhibitors, primary screen, biochemical, epi-absorbance readout, Pseudomonas aeruginosa enzyme; purified VIM-2, nitrocefin hydrolysis, epi-absorbance fluorescence; inhibition, % at 5.6 µM; hit rate 0.89% among 290,000; AID 1527, 2009;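 active = inhibition above the mean of all tested compounds plus 3 SD, cutoff set per screening run, cut at about 7.5% in these data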;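 note: red hydrolysis product quenches plate fluorescence so inhibitors raise well fluorescence; 0% = enzyme with DMSO and 100% = DMSO without enzyme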
p-CIP stab down: p/CIP-EGFP fusion destabilizers, primary screen, fluorescence, F442A cells. Q05BA5. hit rate 0.01% among 290,000. 16 h. decrease of EGFP signal, % at 10 µM;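 active = EGFP signal decrease of at least 30% at 10 µM or well 3 SD below plate mean, unless failing retest; inactive = the rest, including hits failing retest or dose response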; note: some compounds called inactive have numbers as strong as hits; many of its hits are not listed in these tables
IMP-1 inh: IMP-1 metallo-beta-lactamase inhibitors, primary screen, biochemical, epi-absorbance readout, Pseudomonas aeruginosa enzyme; metallo-beta-lactamase IMP-1 (Pseudomonas aeruginosa); purified IMP-1, nitrocefin hydrolysis, epi-absorbance fluorescence; inhibition, % at 5.6 µM; hit rate 0.45% among 290,000; AID 1556, 2009;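 active = inhibition above the mean plus 3 SD of all compounds in the same screening run, cut at about 4.5% in these data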;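 note: 0% = IMP-1 with DMSO and 100% = DMSO wells lacking enzyme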
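Material – recombinant IMP-1 enzyme, purified · Amount – IMP-1 0.2 nM before substrate addition · Medium – HEPES buffer pH 7.1 with ZnSO4 and Brij 35 · Timing – 25 °C, 15 min preincubation, 25 min reaction · Measured by – plate fluorescence quenching by hydrolysis product, ex 480/em 530 nm · Read-out – percent enzyme inhibition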
IDE cell activ: human IDE activators in live cells, primary screen, fluorescence polarization, HEK cells, FAbeta-B substrate; Insulin-degrading enzyme (Homo sapiens), P14735; activation, % at 5.96 µM; AID 493087, 2011; hit rate 0.073% among 340,000; FAbeta-B cleavage; 0% vehicle, 100% cell-free pure enzyme wells;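 active = activation above the mean of all tested compounds plus 3 SD, set per screening campaign, cut at about 17% in these data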
HCV NS3 hel inh: inhibitors of HCV NS3 helicase, primary screen, biochemical, Cy5 molecular beacon fluorescence | Hepatitis C virus NS3 helicase | NS3 helicase DNA unwinding | inhibition, % at 10.9 µM | hit rate 0.56% among 290,000 | AID 1800, 2009;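 active = inhibition above the mean of all tested compounds plus 3 SD, set per campaign, cut at about 35% in these data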;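 note: 0% = DMSO wells and 100% = thioflavine S control wells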
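Compound dosing – single dose, 10.9 µM nominal final, DMSO 0.8% final · System – NS3 helicase fragment of HCV · Buffer or medium – MOPS pH 6.5, MgCl2, DTT, Tween20, BSA · Signal – Cy5 beacon fluorescence read at start and 1 h · Also added – annealed dual-labelled DNA beacon duplex, ATP-started · Schedule – 1 h at 25 °C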
Numbers without * were called inactive; . = no result given; [ ] = another dose, or the depositor's remark.

| molecule | FID counter | MEKK3 PB1 HTS | UBC9 SUMO inh | PHOSPHO1 inh | VIM-2 inh | p-CIP stab down | IMP-1 inh | IDE cell activ | HCV NS3 hel inh |
| --- | --- | --- | --- | --- | --- | --- | --- | --- | --- |
| O=C(NCc1ccccc1)c1onc(CSc2ccccn2)c1C(=O)NCc1ccccc1 | . | 99 | -9 | 13 | . | 6 | . | 5 | . |
| COc1ccc(NC(=O)CS(=O)CC(=O)Nc2ccc(F)cc2F)cc1 (stereo not given) | -4 | 100 | 4 | 28 | -2.9 | -6 | -1.5 | -1 | 13 |
| CC(C)COC(=O)c1ccc(NC(=O)C2C3CCC(C3)C2C(=O)O)cc1 (stereo not given) | -9 | 101 | 26 | 16 | -4.2 | -7 | -2.9 | 2 | -2 |
| COc1ccc(-c2nc(CS(=O)(=O)CC(=O)NCCCN3CCN(C)CC3)c(C)o2)cc1 | 13 | 102 | 18 | 4 | 0.1 | 6 | -1.4 | 4 | -4 |
| COc1ccc(/C=C/C(=O)NNc2cc(=O)n(C)c(=O)n2C)cc1OC | -9 | 114 | 7 | 27 | -3.4 | 0 | -1.0 | -2 | 4 |
| COc1ccc2[nH]c3c(c2c1)CCC/C3=N\N | -4 | 85 | 36 | 20 | -0.8 | 0 | -2.7 | 4 | -2 |
| Cc1cc(NC(=O)CCC(=O)N(c2ccccc2)C(C(=O)NC2CCCCC2)c2cccs2)no1 (stereo not given) | -24 | 104 | -23 | -10 | 0.1 | -4 | -1.6 | 0 | -1 |
| COc1ccc(C(=O)c2sc(Nc3ccccc3)c(C(=O)Nc3ccc(OC)c(OC)c3)c2N)cc1 | -20 | 93 | 8 | 16 | -6.9 | -18 | -4.3 | 5 | 4 |
| COc1cc(OC)c(C(=O)O/N=C(\N)c2cccc(C)c2)cc1OC | -22 | 102 | 14 | -1 | -1.5 | -16 | -1.1 | 3 | -11 |
| COc1ccc(-n2ncc3c(NCCCn4ccnc4)ncnc32)cc1 | 2 | 123 | 15 | -12 | 3.3 | 2 | -1.4 | -5 | -1 |
| O=C(COC(=O)c1ccccc1)Nc1ccccc1Br | -9 | 46*[inhibitor] | -7 | 5 | -3.4 | 2 | -0.4 | 1 | -8 |
| COc1ccccc1C/C(N)=N/OC(=O)c1cccs1 | -5 | 104 | -17 | -1 | -1.3 | 11 | -0.8 | 3 | 10 |
| CON/C=C(\C=Nc1ccc(Cl)cc1)c1ncc(C(F)(F)F)cc1Cl | -1 | 98 | 3 | 36 | -4.8 | -13 | -2.3 | 6 | -1 |
| O=C(/C=C/c1ccccc1)NC(=S)Nc1ncccn1 | -11 | 119 | 21 | 10 | -1.6 | 0 | -4.4 | 0 | 3 |
| Cn1c(-c2sc(=S)n(-c3ccccc3)c2N)nc2ccccc21 | -1 | 99 | 7 | -8 | -4.3 | 0 | -3.2 | 2 | 2 |
| Cn1nc(NC(=O)C(C)(C)C)c2c(F)cccc21 | -6 | 95 | 26 | 15 | -0.7 | -13 | -0.9 | -2 | 2 |
| COC(=O)C1Cc2ccccc2CN1S(=O)(=O)c1ccc(F)cc1 (stereo not given) | -14 | 95 | 18 | 24 | -1.4 | 3 | -0.2 | 2 | -13 |
| Cc1ccc(NS(=O)(=O)c2cccc(C(=O)NCC(c3cccs3)N(C)C)c2)cc1 (stereo not given) | 7 | 101 | -4 | 32 | -1.2 | -5 | -2.5 | 1 | -9 |
| Cc1ccc(Cn2ncn(-c3ccccc3)c2=O)cc1 | -5 | 101 | 5 | 12 | -1.3 | 0 | -2.6 | 0 | 0 |
| COc1cccc(C2CC(=O)C3=C(C2)Nc2ccccc2N(C(=O)CCC(=O)O)C3c2ccc(F)cc2)c1 (stereo not given) | -43 | 105 | 24 | 59 | -3.1 | -8 | -1.1 | 6 | 5 |
| Cn1c(CCN2CCCCCC2)nc2cc(NC(=O)Nc3ccccc3)ccc21 | 22 | 99 | -14 | -4 | -2.4 | 9 | -0.9 | 0 | -41 |
| CCC(=O)N/C(N)=N/c1nc2ccccc2o1 | -6 | 99 | 6 | 27 | -3.1 | -6 | -5.4 | 2 | -12 |
| O=C(NNS(=O)(=O)c1ccccc1)c1ccc(S(=O)(=O)N2CCCCC2)cc1 | -16 | 101 | 14 | -5 | -1.6 | -4 | -1.2 | 4 | 1 |
| Cc1ccc(Nc2ccc(C(=O)NCCc3ccccc3)cn2)cc1 | -12 | 102 | -2 | 5 | -2.8 | 12 | -5.6 | -5 | -5 |
| CCCc1cc(C(=O)N2CCCC(Cc3ccccc3C)(C(=O)OCC)C2)no1 (stereo not given) | -61 | 97 | 4 | 34 | 0.4 | 10 | -2.0 | 2 | 0 |
| CCc1cccc(NC(=O)Cn2c(-c3ccccc3)cc(C(C)=O)c2C)c1 | -2 | 101 | -21 | 3 | -2.2 | -4 | -2.8 | -4 | -1 |
| CC1CCCC(C)N1C(=S)NCc1ccco1 (stereo not given) | 1 | 94 | 9 | 17 | 2.4 | -1 | 0.5 | -7 | 8 |
| CCOC(=O)c1ccc(N2C(=O)C3CC=CCC3C2=O)cc1 (stereo not given) | -6 | 103 | 3 | 20 | -1.9 | -6 | -3.5 | 0 | 3 |
| COC(=O)c1sccc1NC(=O)c1cc(-c2cc(C)ccc2C)nc2ccccc12 | 2 | 100 | -3 | 42 | 1.0 | -10 | 0.7 | 5 | 12 |
| COc1cc(/C=C2/C(=O)NN(c3ccc(Cl)cc3)C2=O)cc(OC)c1O | -17 | 105 | -16 | 38 | -6.7 | -5 | -7.4 | -33 | 32 |

An excerpt from above, showing only HCV NS3 hel inh, VIM-2 inh and p-CIP stab down:
canonical_smiles	HCV NS3 hel inh	VIM-2 inh	p-CIP stab down
COC(=O)c1sccc1NC(=O)c1cc(-c2cc(C)ccc2C)nc2ccccc12	12	1.0	-10
CCOC(=O)c1ccc(N2C(=O)C3CC=CCC3C2=O)cc1 (stereo not given)	3	-1.9	-6

The listing continues.
| molecule | FID counter | MEKK3 PB1 HTS | UBC9 SUMO inh | PHOSPHO1 inh | VIM-2 inh | p-CIP stab down | IMP-1 inh | IDE cell activ | HCV NS3 hel inh |
| --- | --- | --- | --- | --- | --- | --- | --- | --- | --- |
| CC(=O)c1cccc(CN2CCC(CO)(CCCc3ccccc3)CC2)c1 | 5 | 93 | 24 | 27 | -1.7 | -4 | -1.2 | 6 | 4 |
| CCOc1ccc(NC(=O)CSc2nnc(-c3ccco3)n2N)cc1 | -12 | 103 | -28 | -6 | -2.1 | 15 | -1.6 | 3 | 0 |
| Cc1cc(C)c2c(-n3cccc3)c(NC(=O)OC(C)C)sc2n1 | -2 | 101 | -4 | 8 | -3.1 | -3 | -2.4 | 3 | -9 |
| O=[N+]([O-])c1cccnc1NCc1cccs1 | -11 | 102 | -5 | -10 | -3.1 | 5 | -0.8 | 4 | 18 |
| CC(C)(C)n1nc2c(c1NC(=O)c1ccc(Br)cc1)CS(=O)C2 (stereo not given) | -7 | 99 | -4 | -2 | -4.4 | 4 | -5.4 | -1 | 16 |
| CCC(C)C(NS(=O)(=O)c1ccc(C)cc1)C(=O)O (stereo not given) | 0 | 98 | 10 | -20 | -2.0 | -11 | -0.5 | 7 | -2 |
| COc1ccc(CCNC(=O)C2CCC(=O)N2S(=O)(=O)c2ccc(C)cc2)cc1 (stereo not given) | -24 | 105 | 2 | -57 | -0.2 | 1 | -2.1 | 2 | -2 |
| COc1ccccc1C(=O)Nc1c(C(=O)N2CCN(C)CC2)oc2ccccc12 | 14 | 99 | 5 | 23 | 1.9 | -16 | -1.6 | 6 | -26 |
| CC1Cc2cc(S(=O)(=O)N3CCN(c4cccc(Cl)c4)CC3)ccc2N1C(=O)C1CC1 (stereo not given) | -9 | 95 | 5 | 24 | 0.4 | -12 | 0.5 | 7 | 6 |
| CC(C)Cn1c(=O)c2c(nc3n2CCS3)n(C)c1=O | -1 | 97 | 4 | 33 | -1.8 | -4 | -2.4 | 1 | 4 |
| COc1cccc(C(=O)Nc2cccc(C(C)=O)c2)c1 | -3 | 90 | 6 | -8 | 1.2 | -16 | -0.8 | 2 | 4 |
| Cc1ccc(NC(=O)CSc2nccn2C)cc1S(=O)(=O)N1CCOCC1 | -6 | 98 | -2 | -29 | 0.4 | -12 | -3.0 | 2 | -12 |
| CCOc1cc(Br)c(C(=O)O)cc1OCC | 5 | 92 | 12 | -21 | 0.3 | -15 | -2.4 | 8 | -19 |
| COc1cccc(C(=O)Nc2cccc3ccccc23)c1OC | -16 | 106 | 15 | 15 | -1.2 | 1 | -1.0 | -2 | -12 |
| COc1ccc(/C=N/NC(=O)c2cc(Br)ccc2O)cc1Cn1cc(Cl)cn1 | -10 | 95 | 12 | 2 | -3.4 | 1 | -3.4 | 3 | -3 |
| Cc1noc(/C=C/c2cccnc2)c1[N+](=O)[O-] | -6 | 105 | -6 | 19 | -1.0 | -4 | -4.3 | 3 | 0 |
| CCNc1nc(NC(C)(C)C)nc(N2CCCCC2)n1 | 15 | 102 | 12 | 33 | 2.0 | -5 | 0.7 | 3 | -10 |
| CCN(CC)c1ccc(/C=N/n2nnnc2N)c(O)c1 | -1 | 101 | 29 | 43 | -3.8 | -4 | -3.9 | 2 | 6 |
| COc1ccc(NC(=O)CCn2cccc2)cc1 | 3 | 105 | -8 | 11 | -2.0 | 6 | -2.8 | 3 | 2 |
| CO/N=C/NC(=O)Cc1cn(-c2ncc(C(F)(F)F)cc2Cl)c2ccccc12 | -16 | 104 | -4 | 6 | 2.0 | 8 | -0.9 | 2 | -8 |
| COc1ccc(OC)c(NC(=O)Cc2c(C(=O)O)n(C)c3ccccc23)c1 | -32 | 104 | 8 | . | -2.4 | -7 | -5.1 | -7 | 7 |
| O=[N+]([O-])c1ccc(N2CCOCC2)cc1NC(c1ccccc1)c1ccccc1 | -1 | 90 | 2 | 7 | -5.8 | -11 | -4.5 | 5 | 4 |
| Cc1ccc(-n2cc(CN3CCC(O)(c4ccccn4)CC3)c(-c3ccc(F)cc3)n2)cc1 | 15 | 101 | 9 | 28 | -2.1 | -8 | -2.0 | 7 | -56 |
| Cc1cc(C(F)F)n2nc(C(=O)Nc3cccnc3Cl)nc2n1 | 1 | 93 | -11 | 42 | -1.0 | 0 | -0.7 | 3 | 6 |
| Cc1ccc(C(=O)c2coc3cc([N+](=O)[O-])c(O)c([N+](=O)[O-])c23)cc1 | -13 | 95 | 15 | 4 | -5.3 | -2 | -2.6 | 2 | 19 |
| CC(C)Cc1cc(C(=O)NCc2cccs2)no1 | -2 | 97 | -6 | -14 | 0.6 | 1 | -0.4 | 3 | -8 |
| COc1ccccc1C(=O)N(Cc1ccc(C)o1)C1CCS(=O)(=O)C1 (stereo not given) | -9 | 98 | 7 | 58 | -1.1 | -14 | -3.5 | -1 | 4 |

Not all compounds are listed (hit frequency here may not be typical).
